NCOA2 inhibitor – inhibits human steroid receptor coactivator 2 | Q15596 | HEK293 GAL4-SRC2 luciferase reporter, luminescence | inhibition, % at 9 µM | hit rate 0.17% among 370,000;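 active means inhibition above the mean inhibition of all tested compounds plus 3 SD, set per campaign, cut at about 52% in these data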;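 further: 0% = DMSO treated cells and 100% = cells given Gossypol at 36 µM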
TRAIL sens C8 – caspase-8 TRAIL sensitization | inhibition (viability loss, TRAIL sensitization), % at 10 µM | NB7+C8 cells + TRAIL, ATPlite viability luminescence | hit rate 1% among 360,000 | AID 624354;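 active means compounds causing at least 50% loss of cell viability in the single-dose screen, relative to plate controls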
KKLEB cytotox – counter-screen for CF NF-kB inhibitors: cytotoxicity | KKLEB CF airway cells viability, ATPlite luminescence, overnight; active compounds read low; cells stimulated with P. aeruginosa culture filtrate | hit rate 0.36% among 360,000 | activity change (cytotoxicity), % at 5 µM;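 active means corrected activity change at or below -50% at 5 µM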
TROY NFkB inh – inhibitors of TROY-dependent NF-kB signaling; inhibition, % at 10 µM; hit rate 0.98% among 360,000; Q293 LMP1-TROYcd NF-kB luciferase reporter, 4 h;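 active means compounds whose plate-normalised and pattern-corrected inhibition of the luciferase reporter signal at the single screening dose is 50% or more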
TWEAK-Fn14 inh – inhibitors of TWEAK-Fn14 interaction signaling. AID 1159606. TWEAK-stimulated Fn14 reporter cells, luciferase luminescence, 8 h. inhibition, % at 10 µM. hit rate 2% among 360,000; in the data active means inhibition above about 50%
SRC1 inh – human NCOA1 inhibition. HEK293 GAL4-SRC1 luciferase reporter, luminescence. inhibition, % at 3.6 µM. hit rate 0.12% among 360,000. AID 588354;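 active means inhibition above the campaign mean plus 3 SD, with each screening campaign given its own cutoff, cut at about 60% in these data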;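 further: 0% = DMSO treated cells and 100% = gossypol at 36 µM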
LRH-1 inv ag – NR5A2 inverse agonism in reporter assay; hit rate 0.13% among 360,000; O00482; inhibition, % at 3.6 µM; HEK293T StAR-luciferase reporter, LRH-1 transfected, 24 h;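 active means inhibition above the mean inhibition of all tested compounds plus 3 SD, cut at about 73% in these data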;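 further: 0% = DMSO wells and 100% = reporter-only cells lacking LRH-1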
Target sequence (O00482 whole entry, looked up): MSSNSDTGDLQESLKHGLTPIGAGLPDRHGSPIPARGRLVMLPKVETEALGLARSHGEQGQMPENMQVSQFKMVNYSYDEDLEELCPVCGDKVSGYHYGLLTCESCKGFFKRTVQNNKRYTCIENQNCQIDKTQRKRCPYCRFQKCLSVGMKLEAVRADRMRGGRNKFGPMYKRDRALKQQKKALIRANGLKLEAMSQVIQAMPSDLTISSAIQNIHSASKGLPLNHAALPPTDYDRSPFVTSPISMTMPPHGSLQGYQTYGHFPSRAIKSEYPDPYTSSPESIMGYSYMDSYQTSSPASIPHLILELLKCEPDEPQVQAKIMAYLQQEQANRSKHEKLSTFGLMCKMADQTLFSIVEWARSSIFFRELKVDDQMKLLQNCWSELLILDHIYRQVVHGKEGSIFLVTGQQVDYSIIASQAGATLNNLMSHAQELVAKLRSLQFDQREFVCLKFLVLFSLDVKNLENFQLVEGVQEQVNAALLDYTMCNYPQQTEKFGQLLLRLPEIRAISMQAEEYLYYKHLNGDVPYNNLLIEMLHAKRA
SRC3 inh – human NCOA3 inhibition; HEK293 GAL4-SRC3 luciferase reporter, luminescence; inhibition, % at 3.6 µM; hit rate 0.17% among 360,000; AID 588352;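 active means inhibition above a per-campaign cutoff, the mean of all compounds plus 3 SD, cut at about 60% in these data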;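 further: 0% = DMSO-treated cells and 100% = gossypol-treated cells at 36 µM; higher means less SRC3-driven luciferase light from the GAL4 reporter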
EBV LMP1 NFkB – inhibitors of Epstein-Barr LMP1-induced NF-kappaB reporter | LMP1-induced NF-kappaB luciferase reporter cells, luminescence | inhibition, % at 12.5 µM | hit rate 0.69% among 350,000 | AID 504558; in the data active means inhibition above about 41%;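 further: 0% = neutral control wells and 100% = reference inhibitor control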
NR2F2 inh – inhibitors of human COUP-TFII (NR2F2); HEK293T NGFI-A luciferase reporter, luminescence; P24468; hit rate 0.7% among 370,000; inhibition, % at 8.6 µM;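 active means inhibition above a per-plate cutoff, mean inhibition of test wells between control levels plus 3 SD, cut at about 38% in these data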;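 further: cells cotransfected with COUP-TFII expression vector driving the NGFI-A reporter; 0% = median of COUP-TF2 test wells and 100% = reporter-only cells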
Target sequence (P24468 whole entry, looked up): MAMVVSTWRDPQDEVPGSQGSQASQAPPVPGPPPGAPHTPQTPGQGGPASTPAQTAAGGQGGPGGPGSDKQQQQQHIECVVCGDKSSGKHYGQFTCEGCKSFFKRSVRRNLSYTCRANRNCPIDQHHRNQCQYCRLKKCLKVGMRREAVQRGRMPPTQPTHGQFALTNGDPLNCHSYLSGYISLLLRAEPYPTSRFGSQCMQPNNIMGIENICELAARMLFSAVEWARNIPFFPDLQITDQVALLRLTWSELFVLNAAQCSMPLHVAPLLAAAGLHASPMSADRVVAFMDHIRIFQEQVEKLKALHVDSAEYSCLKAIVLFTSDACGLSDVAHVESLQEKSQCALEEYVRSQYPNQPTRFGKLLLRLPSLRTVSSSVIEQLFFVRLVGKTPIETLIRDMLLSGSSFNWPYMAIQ
CF NFkB inh – inhibitors of cystic fibrosis induced NF-kB; KKLEB NF-kB-GFP reporter, PAF-induced, GFP fluorescence overnight; inhibition, % at 5 µM; hit rate 0.86% among 360,000;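 active means at least 50% inhibition at 5 µM, scaled per plate between neutral and stimulator controls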;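 further: PAF is a Pseudomonas aeruginosa culture filtrate used as stimulus; plate controls were PAF-stimulated DMSO wells for no effect and unstimulated DMSO wells for full effect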
* hit, by the source's call; nt = no result given. An unsorted share of the library. Share with any hit: about 4.2%.

SMILES	NCOA2 inhibitor	TRAIL sens C8	KKLEB cytotox	TROY NFkB inh	TWEAK-Fn14 inh	SRC1 inh	LRH-1 inv ag	SRC3 inh	EBV LMP1 NFkB	NR2F2 inh	CF NFkB inh
O=C(COC(=O)c1nc(Cl)ccc1Cl)NCCc1ccccc1	-3	0	34	6	-12	0	11	0	-9	-10	-40
COc1cccc(Sc2cc(N3CCOCC3)nc(-c3ccccc3)n2)c1	-9	-5	-8	-17	-14	-1	6	-2	-9	-4	9
Cc1cc(/C=C2\SC(=O)N(CC(=O)Nc3ccccc3F)C2=O)c(C)n1C	-27	1	7	-23	-1	-4	-9	13	-13	-15	-7
CSc1nnc(-c2ccccc2)c(-c2ccccc2)n1	12	28	5	12	-4	-6	11	-7	5	6	15
N#C/C(=C/c1ccccc1[N+](=O)[O-])C(=O)NCc1ccco1	2	-9	1	-10	27	-10	-8	-4	14	-36	1
O=C(Nc1nc2c(c(=O)[nH]1)CCCC2)C1CC1	14	-2	8	-2	1	1	14	9	-5	-11	-13
COc1cccc(N2CCN(C(=S)Nc3ccc(C)cc3C)CC2)c1	2	-19	0	-1	4	1	-16	-4	14	0	-6
O=C(Nc1ccccc1F)Nc1cc(Cl)ccc1-n1cncn1	15	5	1	-10	-1	14	-31	5	20	-3	8
CCOC(=O)C1Nc2ccc(C)cc2C2C=CCC12 (stereo not drawn)	-1	2	-27	24	0	-5	-24	-8	2	6	10
O=C(CNC(=O)c1ccccc1)N/N=C/c1cn[nH]c1-c1ccccc1	-6	-4	-5	-3	16	0	23	-2	-3	-7	2
CCOc1ccccc1NC(=O)c1cc2ccccc2oc1=O	-24	9	11	-18	-23	4	-18	-8	-5	-8	-23
CCC(=O)Nc1sc2c(c1C#N)CCC2	-13	-11	-8	5	-10	-2	0	-23	0	2	-11
Cc1nnsc1S(=O)(=O)c1ccccc1	-10	5	-7	-6	9	8	-1	7	-3	-12	-2
COc1cccc(C(=O)Nc2sc3c(c2C#N)CCN(C(C)=O)C3)c1	-16	26	-6	-15	9	-6	29	14	-1	-28	11
COc1cccc(N2CCN(c3ccc4nnc(CCC(=O)N5CCN(C)CC5)n4n3)CC2)c1	-8	-23	16	3	-20	5	-8	15	-7	-16	-6
COc1ccc(CNC(=O)Nc2nnc([C@H]3C[C@H](O)[C@@H](CO)O3)s2)cc1	-2	4	0	-15	-3	9	18	21	nt	25	-35
CCN(CC)C(=O)c1cn(CCC#N)nc1-c1ccc2c(c1)OCCO2	-9	1	20	0	1	-4	11	7	-7	13	-14
COc1ccc(-n2nc(C(=O)NCC(=O)N3CCOCC3)c3ccccc3c2=O)cc1Cl	-9	16	-1	-21	-13	-3	-10	-21	-6	-16	13
O=C(N/N=C/c1c[nH]c2ccccc12)c1ccc(O)c(O)c1	13	-5	-14	5	8	-22	7	-24	-7	-30	-11
CCOCCCNC(=O)C(NC(=O)c1ccc(=O)[nH]c1)c1ccc(C)cc1 (stereo not drawn)	-9	5	-9	2	3	-3	-1	11	-4	-6	-8
O=C(CSCC(=O)N1CCCCC1)Nc1nc(-c2ccccc2)c(-c2ccccc2)s1	8	7	-11	8	52*	-2	-4	-6	16	-18	-8
Oc1ccc(/C=N/Nc2cccc(Cl)n2)c(O)c1	-31	-1	10	-1	13	-129	-137	-121	-26	-50	-22
c1coc(C2=Nc3cccc4cccc(c34)N2)c1	-5	2	11	13	8	4	3	8	-9	-6	-14
Cc1cc(NC(=O)CS(=O)(=O)c2ccc(Cl)cc2)no1	15	-9	-1	-3	-4	2	-14	-8	3	-2	-2
NC(=O)c1cnn(-c2ccc3ccccc3c2)c1N	-55	0	-8	-37	-14	-33	-29	-30	-9	-48	-7
COCCNC(=O)/C(C#N)=C/c1c(N2CCN(C)CC2)nc2c(C)cccn2c1=O	-15	-5	0	-11	-31	-6	-8	3	5	-4	-16
CCc1ccc(NC(=O)c2cnn(-c3ccccc3)c2C2CCNCC2)cc1	3	0	-8	2	-12	-18	1	9	9	4	12
O=C(CN1C(=O)C2C3C=CC(C3)C2C1=O)Nc1cccc(S(=O)(=O)N2CCCC2)c1 (stereo not drawn)	-12	6	4	4	2	-20	-7	4	8	-1	-3
OC(CN1CCOCC1)CN1CCOCC1	-16	-8	-3	9	1	-11	6	2	-4	-1	-2
O=S(=O)(c1ccccc1)N1CCN(c2ccccc2)CC1	0	-10	1	15	0	-1	-11	-10	-26	5	-6

Reprinted from the listing, 17 compounds:
SMILES	NCOA2 inhibitor	TRAIL sens C8	KKLEB cytotox	TROY NFkB inh	TWEAK-Fn14 inh	SRC1 inh	LRH-1 inv ag	SRC3 inh	EBV LMP1 NFkB	NR2F2 inh	CF NFkB inh
O=C(COC(=O)c1nc(Cl)ccc1Cl)NCCc1ccccc1	-3	0	34	6	-12	0	11	0	-9	-10	-40
COc1cccc(Sc2cc(N3CCOCC3)nc(-c3ccccc3)n2)c1	-9	-5	-8	-17	-14	-1	6	-2	-9	-4	9
Cc1cc(/C=C2\SC(=O)N(CC(=O)Nc3ccccc3F)C2=O)c(C)n1C	-27	1	7	-23	-1	-4	-9	13	-13	-15	-7
CSc1nnc(-c2ccccc2)c(-c2ccccc2)n1	12	28	5	12	-4	-6	11	-7	5	6	15
N#C/C(=C/c1ccccc1[N+](=O)[O-])C(=O)NCc1ccco1	2	-9	1	-10	27	-10	-8	-4	14	-36	1
O=C(Nc1nc2c(c(=O)[nH]1)CCCC2)C1CC1	14	-2	8	-2	1	1	14	9	-5	-11	-13
COc1cccc(N2CCN(C(=S)Nc3ccc(C)cc3C)CC2)c1	2	-19	0	-1	4	1	-16	-4	14	0	-6
O=C(Nc1ccccc1F)Nc1cc(Cl)ccc1-n1cncn1	15	5	1	-10	-1	14	-31	5	20	-3	8
CCOC(=O)C1Nc2ccc(C)cc2C2C=CCC12 (stereo not drawn)	-1	2	-27	24	0	-5	-24	-8	2	6	10
O=C(CNC(=O)c1ccccc1)N/N=C/c1cn[nH]c1-c1ccccc1	-6	-4	-5	-3	16	0	23	-2	-3	-7	2
CCOc1ccccc1NC(=O)c1cc2ccccc2oc1=O	-24	9	11	-18	-23	4	-18	-8	-5	-8	-23
CCC(=O)Nc1sc2c(c1C#N)CCC2	-13	-11	-8	5	-10	-2	0	-23	0	2	-11
Cc1nnsc1S(=O)(=O)c1ccccc1	-10	5	-7	-6	9	8	-1	7	-3	-12	-2
COc1cccc(C(=O)Nc2sc3c(c2C#N)CCN(C(C)=O)C3)c1	-16	26	-6	-15	9	-6	29	14	-1	-28	11
COc1cccc(N2CCN(c3ccc4nnc(CCC(=O)N5CCN(C)CC5)n4n3)CC2)c1	-8	-23	16	3	-20	5	-8	15	-7	-16	-6
COc1ccc(CNC(=O)Nc2nnc([C@H]3C[C@H](O)[C@@H](CO)O3)s2)cc1	-2	4	0	-15	-3	9	18	21	nt	25	-35
CCN(CC)C(=O)c1cn(CCC#N)nc1-c1ccc2c(c1)OCCO2	-9	1	20	0	1	-4	11	7	-7	13	-14

(listing goes on)
SMILES	NCOA2 inhibitor	TRAIL sens C8	KKLEB cytotox	TROY NFkB inh	TWEAK-Fn14 inh	SRC1 inh	LRH-1 inv ag	SRC3 inh	EBV LMP1 NFkB	NR2F2 inh	CF NFkB inh
CCc1ccccc1NC(=O)C1CCN(C(=O)N2CCOc3ccccc32)CC1	0	-8	11	16	7	10	12	-7	-3	-5	0
Cc1ccc(C(=O)NC(=S)Nc2ccccc2N2CCCC2)cc1[N+](=O)[O-]	5	1	1	-7	22	-3	5	7	-2	-3	-11
CC(C)CN(C(=O)COC(=O)CCCc1nc2ccccc2s1)c1c(N)n(Cc2ccccc2)c(=O)[nH]c1=O	-7	-1	2	-5	-2	-14	8	13	7	7	4
C/C(Cc1ccccc1)=N\NC(=O)CNC(=O)c1ccccc1F	0	3	-3	-9	1	-9	4	15	-4	-5	-16
O=[N+]([O-])c1ccccc1N/N=C/c1c[nH]c2ccccc12	-45	17	7	-37	10	-102	-97	-73	-86	-29	7
CCCCC1(c2ccc(F)cc2)NC(=O)N(CC(=O)N2CCN(C(=O)c3ccco3)CC2)C1=O (stereo not drawn)	-2	-3	-16	-21	2	-3	1	-12	-14	3	22
Cc1cccc(OCC(=O)NCC(=O)N/N=C/c2cc(Br)cc(Br)c2O)c1	12	0	0	28	7	4	-8	16	24	8	9
O=C1c2oc3ccc(F)cc3c(=O)c2C(c2cccc(O)c2)N1CCCN1CCOCC1 (stereo not drawn)	17	-15	9	-11	-5	2	34	10	6	4	24
Clc1ccc(C[n+]2cc(-c3ccccc3)n3c2CCC3)cc1Cl	13	21	5	9	-5	0	10	4	13	-1	5
CCC(C)(C)NC(=O)COc1ccc(OCc2ccccc2)cc1	-14	-7	-3	-2	6	-6	-2	11	3	6	1
COc1ccc(CCNC(=O)C2CC(=O)N(CCc3ccc(C)cc3)C2)cc1OC (stereo not drawn)	4	-12	8	7	-2	2	-10	-7	5	1	-15
O=S(=O)(c1ccccc1)N1CCC(n2nnc3cc(F)ccc32)CC1	-25	4	-2	2	-9	5	4	3	2	10	17
CC12CCC(C(=O)N3CCN(C(c4ccccc4)c4ccccc4)CC3)(OC1=O)C2(C)C (stereo not drawn)	12	3	-6	-2	10	6	-1	-2	1	-8	2
CCOc1nc(C)ccc1-c1noc(-c2ccccn2)n1	-16	7	-9	-11	-15	-23	-65	-9	3	-8	23
CC1(C)Nc2ccccc2N(Cc2ccc([N+](=O)[O-])cc2)C1=O	-19	-7	-7	1	4	-3	13	5	-15	-47	24
CC(O)[C@H]1CC[C@H]2[C@@H]3CC[C@H]4C[C@H](O)CC[C@]4(C)[C@H]3[C@H](O)C[C@]12C (stereo partly drawn)	3	-6	-7	-6	-6	9	-9	14	-4	-7	-22
CC(=O)Nc1cccc(NC(=O)CSc2nc(C)c(C)c(C)c2C#N)c1	24	8	7	22	37	10	4	12	17	-20	-8
Cc1nnc(SCc2ccc(CC(=O)O)cc2)o1	-5	3	-14	-3	2	-7	-3	6	0	-13	7
CN(C1CCCC1)C1CCN(C(=O)CNC(=O)/C=C/c2cccc(C(F)(F)F)c2)CC1	17	-4	0	15	5	0	20	10	-15	4	6
COc1cc(/C=N/N2C(C)CCCC2C)cc(OC)c1O (stereo not drawn)	-24	-10	0	-12	11	-16	23	7	5	15	-10
C[n+]1ccccc1/C=C/c1cc(Br)ccc1O	10	6	4	-5	23	-17	11	-10	-3	1	-17
Cn1c(CC(=O)Nc2cccc(Cl)c2Cl)nnc1SCC(=O)NC1=NCCS1	-1	5	-8	7	14	-2	-18	4	0	-6	1
COc1ccc(-c2ccc(C(=O)Nc3cccc(N(C)C)c3)c3occc23)c(C)c1	-31	5	4	-33	-23	-32	-61	-63	nt	2	-28
CSc1nnc2c3ccccc3n(Cc3ccccc3)c2n1	1	13	-17	1	-1	-23	-15	6	5	-11	11

Compound activity: PubChem BioAssay, several laboratories
